High-throughput results: PubChem, several laboratories
CHRM4 PAM: positive allosteric modulators of human muscarinic M4 receptor; activation, % at 3 µM; CHO-K1 hM4/Gqi5, Fluo-8 calcium fluorescence, ACh EC20; 0% = ACh EC20, 100% = maximal ACh; hit rate 0.4% among 360,000; P08173;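 active means activation above its plate's cutoff, the mean activation of sample wells plus 3 SD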; further: some results filed as inactive read as strong as hits
CRFBP-R2 agonist: agonists of human CRF-binding protein/CRF-R2 receptor complex | HEK293 CRF-R2/CRF-BP, calcium dye fluorescence (FLIPR); percent of saturating CRF peptide response | activation, % at 13.2 µM | hit rate 0.46% among 350,000 | AID 588473;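 active means activation of at least 50%, plus an integration ratio under a set limit after plate pattern correction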;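 further: plate controls were neutral control wells without compound for no effect and CRF at EC100 for full effect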
CHRM4 antagonist: antagonists of human muscarinic M4 receptor (CHRM4); P08173; CHO-hM4 cells, ACh EC80, Fluo-8 calcium fluorescence; inhibition, % at 3 µM; hit rate 0.73% among 360,000; AID 624125;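 active means inhibition above its plate's cutoff, the mean inhibition of sample wells plus 3 SD, cut at about 27% in these data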;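 further: 0% = acetylcholine EC80 with DMSO and 100% = DMSO without agonist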
CHRM5 PAM: potentiates acetylcholine response at human M5 receptor; P08912; CHO-K1 hM5, Fluo-8 calcium, ACh EC20 PAM; 0% = ACh EC20, 100% = ACh EC100; activation, % at 3 µM; hit rate 0.3% among 360,000;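 active means activation above the run cutoff, the mean activation of all test compounds plus 3 SD, cut at about 18% in these data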
Target sequence (P08912 whole entry, looked up): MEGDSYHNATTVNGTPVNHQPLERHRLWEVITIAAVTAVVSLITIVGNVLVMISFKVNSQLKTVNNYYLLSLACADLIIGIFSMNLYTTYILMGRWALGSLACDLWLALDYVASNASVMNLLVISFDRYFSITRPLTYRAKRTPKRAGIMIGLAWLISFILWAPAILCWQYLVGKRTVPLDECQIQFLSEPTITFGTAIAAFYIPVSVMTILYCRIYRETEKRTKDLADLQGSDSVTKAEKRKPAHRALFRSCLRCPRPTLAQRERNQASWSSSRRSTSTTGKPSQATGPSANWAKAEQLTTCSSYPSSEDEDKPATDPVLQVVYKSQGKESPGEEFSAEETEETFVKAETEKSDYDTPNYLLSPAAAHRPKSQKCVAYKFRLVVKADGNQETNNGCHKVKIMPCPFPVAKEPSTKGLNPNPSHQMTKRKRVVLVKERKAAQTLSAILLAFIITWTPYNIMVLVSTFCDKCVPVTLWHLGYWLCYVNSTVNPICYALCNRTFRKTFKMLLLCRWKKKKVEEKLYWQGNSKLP
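Replicates: One well per compound, no replicates | System: Human M5 receptor in CHO-K1 cells | Benchmarks: Low control EC20 acetylcholine (0%), high control EC100 acetylcholine (100%) | Probe or stimulus: Acetylcholine, EC20 level | Times: Fluo-8 loading 80 min at 37 °C plus 30 min room temperature | Signal: Intracellular calcium via Fluo-8 fluorescence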
M5 antag: CHRM5 antagonism in calcium assay. P08912. CHO-hM5 cells, Fluo-8 calcium fluorescence, ACh EC80. inhibition, % at 3 µM. hit rate 0.59% among 360,000;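 active means inhibition above a per-plate cutoff, the mean of that plate's test compounds plus 3 SD, cut at about 27% in these data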;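 further: 0% = acetylcholine EC80 with DMSO and 100% = DMSO without agonist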
M4 ag: CHRM4 agonism in calcium assay; CHO-K1 hM4/Gqi5, Fluo-8 calcium fluorescence; vehicle 0%, full acetylcholine response 100%; activation, % at 3 µM; hit rate 0.14% among 360,000;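 active means activation above the run mean over all test wells plus 3 SD, cut at about 32% in these data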;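 further: peak over basal fluorescence ratio per well then scaled between controls; 0% = DMSO wells and 100% = acetylcholine at EC100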
M5 ag: agonists of human muscarinic M5 receptor (CHRM5); P08912; CHO-K1 hM5 cells, Fluo-8 calcium fluorescence; 0% DMSO wells, 100% maximal acetylcholine response; activation, % at 3 µM; hit rate 0.19% among 360,000; AID 624037;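 active means activation above the run's mean over test compounds plus 3 SD, cut at about 23% in these data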;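 further: signal is peak over basal fluorescence ratio across the kinetic read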
CRFR2-BP antag: antagonists of CRF-binding protein/CRF-R2 receptor complex. HEK293 CRF-R2/CRF-BP, CRF-induced calcium fluorescence. inhibition, % at 11.8 µM. hit rate 0.59% among 350,000;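 active means inhibition of the ligand-induced calcium signal above about 50% at the single tested concentration, limit read from the data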
CHRM1 PAM: human CHRM1 positive allosteric modulation. activation, % at 3 µM. CHO-K1 hM1, Fluo-8 calcium fluorescence, ACh EC20; 0% = ACh EC20, 100% = maximal ACh. P11229. hit rate 0.088% among 360,000; in the data active means activation above about 19%, passing the limit was not always enough
Target sequence (P11229 whole entry, looked up): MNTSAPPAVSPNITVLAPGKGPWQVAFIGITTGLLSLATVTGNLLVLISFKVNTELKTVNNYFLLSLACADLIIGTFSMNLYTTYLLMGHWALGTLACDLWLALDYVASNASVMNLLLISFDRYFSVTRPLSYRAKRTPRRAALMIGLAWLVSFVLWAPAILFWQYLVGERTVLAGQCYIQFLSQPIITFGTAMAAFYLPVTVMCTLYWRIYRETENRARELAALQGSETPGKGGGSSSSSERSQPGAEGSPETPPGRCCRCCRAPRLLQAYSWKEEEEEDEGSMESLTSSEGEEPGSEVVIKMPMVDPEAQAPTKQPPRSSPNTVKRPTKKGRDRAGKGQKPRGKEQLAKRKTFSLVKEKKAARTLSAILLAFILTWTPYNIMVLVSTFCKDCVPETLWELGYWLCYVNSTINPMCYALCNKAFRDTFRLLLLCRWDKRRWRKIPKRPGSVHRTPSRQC
An asterisk follows results filed as active; . = not tested or not shown.

CHRM4 PAM | CRFBP-R2 agonist | CHRM4 antagonist | CHRM5 PAM | M5 antag | M4 ag | M5 ag | CRFR2-BP antag | CHRM1 PAM | Molecule
2 | -1.4 | -3 | 2 | -4 | 2 | -8 | -5 | -4 | CCc1ccccc1N(CC)C(=O)c1cn(CC)c(=O)c2cc(OC)c(OC)cc12
12 | -2.2 | 4 | 10 | -5 | 1 | 1 | 3 | 5 | Cc1csc(NC(=O)c2cc([N+](=O)[O-])cc([N+](=O)[O-])c2)n1
-5 | 0.1 | -10 | 0 | -6 | 2 | -2 | -6 | 4 | CC1CCc2sc(C(=O)OCC(=O)NCc3ccccc3)cc2C1 (configuration not stated)
6 | -0.4 | 1 | -1 | -4 | 1 | -3 | 16 | 3 | COc1ccc(CC2(C)OC(c3ccccc3)=NN2C(C)=O)cc1 (configuration not stated)
1 | 4.5 | 3 | -1 | 2 | 1 | 1 | 3 | 3 | C#CCN(C[C@@H]1[C@@H](OC(=O)NCc2ccc(OC)c(OC)c2)[C@@H](OC(=O)NCc2ccc(OC)c(OC)c2)Cn2c(=O)n(CCCCCC)c(=O)n21)S(=O)(=O)c1ccc(C)cc1
7 | -0.8 | -4 | -4 | -1 | 0 | 0 | 7 | 0 | CCCS(=O)(=O)N1CCCC(C(=O)NCc2ccc3c(c2)OCO3)C1 (configuration not stated)
7 | -4.2 | -14 | 1 | -9 | 0 | -2 | 30 | 11 | O=C(N/N=C/C=C/c1ccco1)c1cccc([N+](=O)[O-])c1
6 | 0.5 | -2 | -1 | -1 | 0 | 1 | 14 | 7 | CN(C)CCCNCCNC(=O)/C=N\O
1 | 1.2 | -1 | -1 | -4 | 0 | -7 | -1 | -5 | O=C(NCc1n[nH]c(=S)n1-c1cccc(Cl)c1)c1ccc(S(=O)(=O)N2CCCC2)cc1
-3 | 2.5 | 5 | 7 | -19 | 1 | 1 | -3 | 4 | COc1ccc(OC)c(NC(=O)NNC(=O)c2cc3occc3[nH]2)c1
6 | -1.7 | -7 | -6 | 1 | 0 | -6 | -1 | -1 | CC1CCc2cc(F)cc3c(O)c(C(=O)NCc4ccco4)c(=O)n1c23 (configuration not stated)
-24 | -0.4 | 9 | -14 | 16 | 13 | 0 | 4 | -8 | Cc1cc(-c2cccc([N+](=O)[O-])c2)nc2ccccc12
1 | 3.0 | 3 | -1 | -4 | 0 | -7 | -12 | 5 | COCc1cc(=O)[nH]c2cc(NC(=O)C3CC3)c(C)cc12
10 | -0.3 | -10 | 0 | 0 | 1 | -2 | -2 | 21 | O=C(NCC1(O)CCCCC1)C1CCC(=O)N(Cc2ccccc2F)C1 (configuration not stated)
-7 | -1.6 | 7 | -5 | 8 | 1 | 0 | -5 | 2 | O=C(CCC(=O)Nc1ccc(Br)cc1)N/N=C/c1ccccc1O
6 | -0.7 | -1 | 0 | 2 | 3 | 4 | 3 | -4 | CC(=O)Nc1cc(NC(C)=O)cc(C(=O)NCC2(N3CCOCC3)CCCCC2)c1
16 | -0.3 | -3 | -6 | 10 | 4 | 0 | 3 | 10 | CC(C)(C)C(=O)CSc1ccc(S(=O)(=O)N2CCCC2)cn1
4 | -0.2 | -6 | 2 | 9 | 1 | 0 | 1 | 6 | Nc1ccc(C(=O)C(=O)c2ccccc2)cc1
1 | -0.1 | 3 | 10 | -4 | 2 | -2 | 2 | 20 | CCOC(=O)c1ccccc1NC(=O)COC(=O)CCC(=O)N1CCOCC1
-10 | -0.1 | 32* | -9 | 6 | 0 | -5 | 27 | 2 | CCOc1ccc(CCNC(=O)CCc2nnc3ccc(N4CCCCC4)nn23)cc1OCC
0 | 1.2 | -14 | 2 | -10 | 0 | 3 | -5 | -6 | COc1ccc(CCNc2cc(=O)[nH]c(N)n2)cc1
8 | -0.7 | -26 | 6 | -4 | 5 | 1 | -8 | 5 | O=C(CC1(O)C(=O)Nc2ccc(Br)cc21)c1ccccc1 (configuration not stated)
5 | -0.6 | -14 | 6 | 0 | 1 | 3 | 4 | 6 | COc1ccccc1NS(=O)(=O)c1cccc(NC(=O)C(C)NC(=O)c2ccco2)c1 (configuration not stated)
2 | -1.8 | 4 | 5 | 8 | 0 | -1 | 0 | 9 | COc1ccc(NC(=O)COC(=O)CCC2CCCCC2)cc1
-6 | 1.2 | 5 | -2 | 15 | 3 | -2 | -15 | 10 | CCN(CC)P(=O)(Nc1ccc(Br)cc1)c1c(C)nn(CCC#N)c1NC(=O)c1ccc(Cl)cc1 (configuration not stated)
-4 | -1.4 | -14 | 4 | 5 | 2 | -7 | 6 | 3 | CCOc1ccc(Br)cc1S(=O)(=O)N1CCCN(C)CC1
9 | -0.6 | 5 | -3 | -10 | -1 | -6 | 21 | 11 | CCOC(=O)Cc1cc(=O)n2[nH]cc(-c3cccc(Br)c3)c2n1
-2 | -0.3 | 3 | 0 | -7 | 1 | -1 | -1 | 3 | CN1CCn2cnc(C(=O)N3CCN(c4ccccc4)CC3)c2C1=O
-6 | 0.1 | 4 | -3 | 12 | 0 | 3 | -8 | 11 | CCOC(=O)/C(C#N)=C(\O)c1ccc(NC(=O)c2ccc([N+](=O)[O-])cc2)cc1
4 | -0.2 | -6 | -7 | 18 | 1 | -3 | -4 | 16 | COc1ccc(OC)c(S(=O)(=O)N2CCC(C(=O)NCc3ccccn3)CC2)c1
7 | 0.2 | -5 | 5 | 1 | 2 | 1 | 16 | 6 | CC1CCCC(NC(=O)COC(=O)/C=C/c2ccc([N+](=O)[O-])cc2)C1C (configuration not stated)
14 | 0.4 | -17 | 1 | 3 | 2 | 2 | 4 | 7 | O=C(/C=C/c1cccc(F)c1)OCC(=O)N1CCCC1
-7 | -0.2 | 2 | -6 | 4 | 14 | 1 | -15 | 1 | COc1ccc(-c2csc(NC(=O)c3c(C)noc3C)n2)cc1F
3 | -0.3 | -7 | -2 | 4 | 11 | 3 | 1 | 1 | CC(C)(C)c1ccc(OCCC(=O)NNC(=O)c2ccccc2)cc1
-5 | 0.4 | -3 | 9 | -3 | 1 | -5 | -2 | -3 | CCN(CC)C(CNC(=O)CSc1nnnn1-c1cccc(F)c1)c1ccco1 (configuration not stated)
10 | 2.1 | -5 | 4 | 5 | 2 | -1 | 4 | 0 | O=C(O)c1cc2c(cc1NC(=O)c1ccccc1C(F)(F)F)OCCCO2
2 | 0.0 | -5 | 0 | 16 | 5 | -2 | 7 | 0 | Cc1cc(C(=O)OCC(=O)N2C(C)CCCC2C)c2ccccc2n1 (configuration not stated)
4 | -1.2 | -2 | 4 | -11 | 0 | -1 | 0 | 4 | CCN1c2ccccc2-c2nc3ccccc3n2C1c1cccnc1 (configuration not stated)
1 | 0.6 | -4 | -7 | -5 | 4 | -14 | -4 | -9 | COc1ccc(C(CCN2CCCCC2)c2c(O)cc(OC)cc2OC)cc1 (configuration not stated)
0 | -1.4 | 4 | -3 | -1 | 2 | -1 | -9 | 3 | O=C(NCC(c1cccs1)N1CCOCC1)c1ccc(Cl)c([N+](=O)[O-])c1 (configuration not stated)

Molecules listed so far containing a thiophene ring, fused or not (2):
CHRM4 PAM | CRFBP-R2 agonist | CHRM4 antagonist | CHRM5 PAM | M5 antag | M4 ag | M5 ag | CRFR2-BP antag | CHRM1 PAM | Molecule
-5 | 0.1 | -10 | 0 | -6 | 2 | -2 | -6 | 4 | CC1CCc2sc(C(=O)OCC(=O)NCc3ccccc3)cc2C1 (configuration not stated)
0 | -1.4 | 4 | -3 | -1 | 2 | -1 | -9 | 3 | O=C(NCC(c1cccs1)N1CCOCC1)c1ccc(Cl)c([N+](=O)[O-])c1 (configuration not stated)

New compounds follow.
CHRM4 PAM | CRFBP-R2 agonist | CHRM4 antagonist | CHRM5 PAM | M5 antag | M4 ag | M5 ag | CRFR2-BP antag | CHRM1 PAM | Molecule
5 | . | -6 | 2 | -8 | 3 | 0 | . | 4 | COc1ccc(C(O)c2nc(-c3cc(F)cc(Cl)c3)cs2)cc1 (configuration not stated)
2 | -0.7 | -3 | -4 | 3 | -2 | -4 | 8 | 11 | COc1ccc(OC)c2nc(-c3ccc4c(c3)OCO4)ccc12
-2 | 4.4 | 0 | -11 | 2 | 2 | 3 | 13 | -8 | COC(=O)C1C(=O)c2c([nH]c(C(=O)OCC3CCCO3)c2C)CC1C (configuration not stated)
5 | -3.1 | -4 | -5 | 8 | 1 | -5 | 13 | -3 | COCCNC(=S)NC1CC2CCC(C1)N2Cc1ccccc1 (configuration not stated)
11 | -0.6 | -3 | 2 | 8 | 2 | 2 | -14 | 16 | CCOc1ccc(Br)cc1S(=O)(=O)N1CCC(C(N)=O)CC1
7 | -1.0 | -2 | 0 | -1 | 0 | 4 | 24 | 3 | Cn1c(NC(=O)c2cccnc2)nc2ccccc21
-9 | 0.6 | 6 | -5 | 2 | 4 | 1 | -2 | 1 | N#Cc1ccccc1CN1C(=O)c2ccccc2S1(=O)=O
-1 | 1.4 | -1 | 6 | -8 | 0 | 0 | 13 | 9 | CCC(=O)N1CCc2cc(S(=O)(=O)CCC(=O)Nc3ccc(OC)c(OC)c3)ccc21
-5 | 0.8 | -1 | 3 | 0 | 4 | -4 | -3 | 5 | COc1ccc(C2c3[nH]c4ccccc4c3CCN2C(=O)c2ccc(=O)n(C)n2)c(F)c1 (configuration not stated)
-4 | 0.5 | 0 | -5 | 5 | 2 | -4 | -5 | -17 | CCOC(=O)c1c(NC(=O)COc2cccc3c2CCN(C)C3=O)sc2c1CCC2
3 | -0.6 | 2 | 12 | -13 | 0 | -3 | 5 | 5 | CCOc1cc(N2CCOCC2)c(OCC)cc1NC(=O)CN1CCCC(C)C1 (configuration not stated)
-6 | -0.8 | 4 | -3 | 7 | 1 | -4 | -4 | 6 | CC(C)/C=C1\CC/C(=C\c2cccnc2)C1=O
3 | 1.8 | 2 | 8 | -8 | 1 | -3 | 6 | 11 | N/C(=N\OC(=O)c1ccccc1)c1ccccn1
-1 | -5.1 | -6 | 4 | 10 | 2 | 2 | 2 | 6 | CC1CCCC(NC(=O)COC(=O)c2ccccc2[N+](=O)[O-])C1C (configuration not stated)
4 | -1.4 | -27 | 4 | -1 | 1 | -4 | 28 | 5 | CCc1cc2c(=O)c(-c3nc4ccccc4n3C)coc2c(CN2CCCC(C)C2)c1O (configuration not stated)
-1 | -0.1 | -8 | -3 | -2 | 1 | -1 | -6 | 4 | COc1ccc(/C=C/C(=O)O)cc1S(=O)(=O)NCc1cccnc1
-4 | -2.4 | -5 | -13 | 7 | 16 | 5 | 8 | 1 | O=[N+]([O-])c1ccc2cn[nH]c2c1
-11 | -1.9 | 2 | -8 | 2 | 15 | 2 | -24 | -17 | CCC(C)OC(=O)c1[nH]c2c(c1C)C(=O)CC(c1ccc(N(C)C)cc1)C2 (configuration not stated)
16 | -1.7 | -8 | 10 | -3 | 0 | -4 | -10 | -2 | COc1ccccc1C(=O)NCCCN1CCCC1=O
-5 | -4.0 | -3 | 17 | -11 | -1 | -16 | 51* | 7 | COC(=O)NN1C(=O)C(c2ccccc2)=C(c2ccc(Cl)cc2)C1=O

2 compounds picked at random from the list so far:
CHRM4 PAM | CRFBP-R2 agonist | CHRM4 antagonist | CHRM5 PAM | M5 antag | M4 ag | M5 ag | CRFR2-BP antag | CHRM1 PAM | Molecule
-5 | -4.0 | -3 | 17 | -11 | -1 | -16 | 51* | 7 | COC(=O)NN1C(=O)C(c2ccccc2)=C(c2ccc(Cl)cc2)C1=O
-1 | -0.1 | -8 | -3 | -2 | 1 | -1 | -6 | 4 | COc1ccc(/C=C/C(=O)O)cc1S(=O)(=O)NCc1cccnc1
